Screening data (PubChem)
S3 lipid droplet – qHTS Assay for Lipid Storage Modulators in Drosophila S3 Cells | Potency in µM for hits, for the others lipid storage change, negative = inhibition, % at the top dose, mostly 46.1 µM | AID 2685 | 0.64% of 320,000 active | Drosophila S3 cells, BODIPY lipid droplet fluorescence, 18-24 h; cells fed with added oleic acid; active = well fitted inhibition curve with a large enough effect in the signal ratio, with a control signal flat, not every such curve was filed as active; inconclusive = small, poorly fitted or top-dose-only effect, or effect the other way, or a change in a side signal; the % refers to the signal ratio
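Laser-scanning cytometry quantifies lipid droplet accumulation (500–530 nm total intensity; droplet/cell object ratio) in oleic acid-fed (400 uM added) Drosophila S3 cells treated with a concentration series. 20 uM Triacsin C defined 100% inhibition.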
S3 lipid droplet cell count max – also measured in S3 lipid droplet; calls as there; cell number change, %; measured here: cell count max response;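 cells counted by Cell Tracker Red CMTPX staining in the red channel; peak over a dose series mostly up to 46.1 µM; percent activity relative to internal control wells on each plate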
An asterisk follows results filed as active; i = inactive; ? = inconclusive; / = not tested or not shown. % is scaled to controls: 0 for no effect and ±100 for the full control effect; potency is read from the fitted curve at half-maximal effect.

Structure | S3 lipid droplet | S3 lipid droplet cell count max
CCN(CC(=O)NCc1cccs1)S(=O)(=O)c1c(F)cccc1F | 13% | 5
COc1cc(C(=O)OCC(=O)Nc2ccc(N3CCOCC3)cc2)ccc1OCC(C)C | 0% | 5
C1CCN(c2c3c(nc4nnnn24)CCCC3)CC1 | 8% | -14
O=C(NS(=O)(=O)Nc1ccc(Cl)cc1)c1c[nH]c2ccccc12 | ? | /
CCn1c(CN2CCCCCC2=O)nnc1SCc1cnc(-c2ccccc2)s1 | ? | /
Cc1ccc(/C=N/NC(=O)c2cc(-c3ccc(C)o3)[nH]n2)cc1 | ? | /
CC(=O)c1c(COC(=O)c2ccc(C)cc2)nc2ccccc2[n+]1[O-] | 0% | 20
Fc1ccc(-[n+]2nc(Nc3ccccc3)sc2-c2cccc(Cl)c2Cl)cc1 | -15% | -8

Record cards, as listed above:
`Cc1ccc(/C=N/NC(=O)c2cc(-c3ccc(C)o3)[nH]n2)cc1` reads S3 lipid droplet = ?; S3 lipid droplet cell count max = /
`Fc1ccc(-[n+]2nc(Nc3ccccc3)sc2-c2cccc(Cl)c2Cl)cc1` reads S3 lipid droplet = -15%; S3 lipid droplet cell count max = -8

Further entries.
Structure | S3 lipid droplet | S3 lipid droplet cell count max
CC(CNS(=O)(=O)c1ccc2c(c1)NC(=O)CCS2)c1ccccc1 (stereo not drawn) | i | -11
CCN1c2ccccc2-c2nc3ccccc3n2C1c1ccccn1 (stereo not drawn) | ? | /
Cc1cccc(NC(=O)c2c([N+](=O)[O-])cnn2C)c1 | 27% | 29
CCCCNC(=O)c1ccc(CNS(=O)(=O)c2ccc(Br)cc2)cc1 | ? | /
COc1cccc(/C=N/NC(=O)c2ccccc2N(Cc2ccccc2)S(=O)(=O)c2ccccc2)c1OC | 0% | 23
CS(=O)(=O)c1cnc(-c2ccccc2)nc1Oc1ccc(F)cc1 | i | /
CCN1CCN(c2ccc(Cl)cc2NC(=O)c2ccco2)CC1 | ? | /
Cc1ccc(C)c(C(=O)COC(=O)c2c(-c3ccccc3)noc2C)c1 | ? | /

Reprinted from the part before: 5 compounds, followed by the next part.
Structure | S3 lipid droplet | S3 lipid droplet cell count max
CCCCNC(=O)c1ccc(CNS(=O)(=O)c2ccc(Br)cc2)cc1 | ? | /
COc1cccc(/C=N/NC(=O)c2ccccc2N(Cc2ccccc2)S(=O)(=O)c2ccccc2)c1OC | 0% | 23
CS(=O)(=O)c1cnc(-c2ccccc2)nc1Oc1ccc(F)cc1 | i | /
CCN1CCN(c2ccc(Cl)cc2NC(=O)c2ccco2)CC1 | ? | /
Cc1ccc(C)c(C(=O)COC(=O)c2c(-c3ccccc3)noc2C)c1 | ? | /
COc1cc(C2C(C(=O)c3ccco3)=C(O)C(=O)N2CCc2ccccc2)ccc1O (stereo not drawn) | i | /
O=C(Cc1ccccc1)NN1C(=O)C2C(C1=O)C1C=CC2C12CC2 (stereo not drawn) | ? | /
COc1ccc(CCNC(=O)C(=O)NCC2OCCN2S(=O)(=O)c2ccc(OC)c(OC)c2)cc1 (stereo not drawn) | ? | /
COC(=O)c1cc(C#N)c(N2CCN(C)CC2)nc1C | ? | /
COc1ccc(N(CC(=O)NCCSC2CCCCC2)S(=O)(=O)c2ccccc2)cc1OC | i | -13
CCC(C)CCN1C(N(C)C)=NC[C@@H]1CC(C)C (stereo partly drawn) | i | 23
O=C(CCc1ccccc1Cl)Nc1cccc(S(=O)(=O)N2CCCC2)c1 | ? | /
CC(=O)c1cc2c(cc1N)OCO2 | 24% | /
COc1ccc(C(CNCC(O)COc2c(C)ccc(C)c2C)N(C)C)cc1 (stereo not drawn) | -7% | -1
Cc1cc(N2C3CCC2CC(O)(c2ccc(F)cc2)C3)nc(-c2ccccc2)n1 (stereo not drawn) | i | -8
Cc1nc2c(C)cccc2c(SC(=N)N)c1CC=C(Cl)Cl | 13% | -4
CC1Cc2ccccc2N1S(=O)(=O)c1ccc(Cl)nc1 (stereo not drawn) | -7% | 3
Cc1nc(Nc2nc(CSc3ccc(Cl)cc3)cc(=O)[nH]2)nc2ccccc12 | 5% | 24
COc1cc2[nH]c(C(=O)N3CCc4ccccc4C3)cc2c(OC)c1OC | -3% | /
CNC(=O)c1c[nH]c2ccc(S(=O)(=O)Nc3cccc(SC)c3)cc2c1=O | 17% | -5
COc1cccc(C2C3=C(N=c4s/c(=C\c5cccc(O)c5)c(=O)n42)c2ccccc2CC3)c1OC (stereo not drawn) | 2% | -2
CCOC(=O)C1C2C=CC3(CN(CCc4ccccc4)C(=O)C13)O2 (stereo not drawn) | -1% | 10
COCc1cc(C)nc(N)c1C#N | ? | /
Oc1ccccc1-c1cc(C(F)(F)F)[nH]n1 | -5% | 8
Cc1c(OCC(=O)N[C@@H](CSCc2ccccc2)C(=O)O)ccc2c3c(c(=O)oc12)CCC3 | ? | /
COC(=O)c1sccc1NC(=S)Nc1ccc(C)cc1 | 8% | 15
CC(C)Cc1nc2oc3c(N4CCN(CCO)CC4)ncnc3c2c2c1CCCC2 | i | /
COC(=O)c1ccccc1NC(=O)CSc1nnnn1CC(=O)O | ? | /
CC(C)Cn1c(NCCO)nc2ccccc21 | ? | /

Going on with the list:
mol,S3 lipid droplet,S3 lipid droplet cell count max
CN(C)c1ccc2c3c(ccc(N(C)C)c13)COC2,8%,1
CC(C)CNC(=O)c1ccccc1NC(=O)c1ccccc1N(C)S(C)(=O)=O,0%,0
COc1ccccc1NC(=O)CCSc1nc(C)cc(C)n1,?,/
Cc1cc(=O)oc2c(C)c(OCC(=O)c3ccccc3)ccc12,16%,11
COc1ccc(CCNC(=O)CC2SC(=NCc3ccccc3OC)NC2=O)cc1 (stereo not drawn),-16%,7
C=CCNC(=O)C1CCC(C(=O)NCC=C)CC1 (stereo not drawn),?,/
CC(C)(C)OC(=O)N[C@H](Cc1ccccc1)C(=O)N1CCC[C@@H]1C(=O)O,-3%,10
CCOC(=O)c1c(C2CC2)csc1NC(C)=O,?,/
O=C(NC(=S)Nc1cc(S(=O)(=O)N2CCOCC2)ccc1N1CCOCC1)C1CCCC1,-3%,-10
CN(C)CCNS(=O)(=O)c1ccc2c3c(cccc13)C(=O)N2,5%,-4
O=C1c2ccccc2C(O)N1Cc1ccco1 (stereo not drawn),?,/
Cc1ccc(CSc2ccc3nnc(-c4cccnc4)n3n2)cc1,?,/
O=C(CSc1nnnn1-c1ccc(Cl)cc1)N1CCc2ccccc2C1,?,/
Cc1ccc(C(C2=C(O)CC(C)(C)CC2=O)C2C(=O)CC(C)(C)CC2=O)o1 (stereo not drawn),?,/
CCc1cccc(C)c1NC(=O)CSc1nnc(-c2ccco2)n1N,21%,4
COc1ccccc1C(=O)NC(CCSC)C(=O)OC(C)C(N)=O (stereo not drawn),?,/
CCN1CCN(S(=O)(=O)c2cc(OCC(=O)NC3CCCCC3)c(C)cc2Cl)CC1,i,-2
COCCOC(=O)c1c(NC(=O)COC(=O)Cc2cccc(OC)c2)sc(C(N)=O)c1C,6.5µM*,/
Cc1cccc(NC(=O)C2CCN(S(=O)(=O)c3c(C)nn(C)c3C)CC2)n1,-7%,/
COc1ccc(/C=C2\SC(=O)N(CCC(=O)Nc3ccc(S(=O)(=O)Nc4nccs4)cc3)C2=O)cc1,11%,/
O=C1/C(=C/c2cccnc2)SC(=S)N1c1ccc(O)cc1,15%,4
O=C1CSC(c2ccccc2[N+](=O)[O-])N1CCc1ccccc1 (stereo not drawn),9%,7
Cc1csc(NC(=O)c2cc(=O)[nH]c3ccc(S(=O)(=O)N4CCOCC4)cc23)n1,i,/
COc1ccc(C2Nc3ccccc3NC3=C2C(=O)CC(C)(C)C3)cc1 (stereo not drawn),-2%,24
C=CCNC(=O)c1onc(CSc2cccc(OC)c2)c1C(=O)NCC=C,?,/
C=C(C)CNC(=S)NNC(=O)c1ccc(Br)cc1,2%,9
CCCCCCCNC(=O)C1(CC2CC(c3ccc(Cl)cc3)=NO2)CCN(C(=O)c2ccccc2)CC1 (stereo not drawn),?,/
CCC1CCCCN1C(=O)Cn1c(=O)n(CCC(=O)NCc2ccco2)c(=O)c2sccc21 (stereo not drawn),21%,7
COc1ccccc1OCc1ccc(C(=O)NN)cc1,?,/
O=C(COC(=O)CCSc1ccccc1Cl)Nc1ccc(F)cc1F,?,/
CC(C)(C)OC(=O)NCCCCCc1nnc(SCc2c(F)cccc2Cl)o1,?,/
Cc1cnc(C(=O)OCC(=O)Nc2cc(Cl)cc(Cl)c2)cn1,?,/
Nc1[nH]ncc1-c1ccccc1,3%,17
CC(C)(C)n1ncc2c(=O)n(CC(=O)NCCc3ccccc3)cnc21,-1%,-3
CC(C)C[C@H](NC(=O)c1[nH]cnc1C(=O)N[C@H](C)c1ccccc1)C(=O)OCc1ccccc1,?,/
CCN(CC)CCCNC(=O)c1nn(-c2ccc(OC)cc2OC)c(=O)c2ccccc12,i,/
COCCNC(=O)c1ccc2c(=O)n(CCCN3CCCC3=O)c(=S)[nH]c2c1,2%,6
N#Cc1ccc(/C=C2\CCCCn3c2nc2cc(C(=O)O)ccc2c3=O)cc1,?,/
COc1cccc(OCCOCCNCCO)c1,-8%,-1
CC1C(=O)CCCCCCCCCC2C1(N1CCOCC1)CS2(=O)=O (stereo not drawn),0%,14
CC(=O)Oc1ccc2c(=O)oc(-c3ccccc3C)nc2c1,-14%,-2
COc1ccccc1C1C2=C(N=C3SCC(=O)N31)c1ccccc1CC2 (stereo not drawn),i,4
COc1cc(OC)c(C2C(C#N)=C(C)NC(C)=C2C#N)c(C(=O)O)c1,?,/
CC(C)(C)c1nc(SCC(=O)NNC(=O)c2ccccc2)c2ccccc2n1,?,/
COc1cc(NC(=O)c2c3c(nc4ccccc24)CCC3)cc(OC)c1,?,/
CCN1CCN(S(=O)(=O)c2ccc(Cl)c(C(=O)N(C)Cc3cccc(Cl)c3Cl)c2)CC1,i,/
C=CCOc1ccc(CNCCO)cc1OCC,-3%,-23
CCOC(=O)C1(C)/C(=N/Nc2ccc(S(N)(=O)=O)cc2)C(=O)C(=O)N1c1ccccc1 (stereo not drawn),-1%,6
CCc1cc2cc(C)ccc2nc1SCC(=O)N1CCN(C(=O)c2ccco2)CC1,?,/
Cc1c(C(=O)NC2=NCCS2)cccc1[N+](=O)[O-],i,/

Exported with the structure last: entries from further up.
S3 lipid droplet	S3 lipid droplet cell count max	Compound
?	/	CC(C)C[C@H](NC(=O)c1[nH]cnc1C(=O)N[C@H](C)c1ccccc1)C(=O)OCc1ccccc1
i	/	CCN(CC)CCCNC(=O)c1nn(-c2ccc(OC)cc2OC)c(=O)c2ccccc12
2%	6	COCCNC(=O)c1ccc2c(=O)n(CCCN3CCCC3=O)c(=S)[nH]c2c1
?	/	N#Cc1ccc(/C=C2\CCCCn3c2nc2cc(C(=O)O)ccc2c3=O)cc1

The list goes on:
mol,S3 lipid droplet,S3 lipid droplet cell count max
CCC(C)NC(=O)CSc1nnc(-c2cc(-c3ccc(C)cc3)nc3ccccc23)n1N (stereo not drawn),i,/
Cc1ccc(C(=O)CSc2nc(C)cc(SCc3nnc(-c4ccccc4)o3)n2)cc1,?,/
COc1ccc2[nH]c(=O)c(C3c4cc(OC)c(OC)cc4CCN3C(=O)c3ccco3)cc2c1 (stereo not drawn),?,/
COc1ccc(P(=O)(COc2ccc([N+](=O)[O-])cc2)c2ccc(OC)cc2)cc1,?,/
CCC(C)(C)NC(=O)Cc1ccc(C)cc1,?,/
Cc1sc2nc3ccc(N4CCCC4)nn3c(=O)c2c1C,?,/
O=C(NC1CCCCC1)c1cc(C2CC2)on1,?,/
Cc1cc(C)cc(OCCCn2ccnc2)c1,i,-8
CC(=O)Nc1ccc(NC(=O)CSc2nnc(NC(=O)c3ccco3)s2)cc1,?,/
COc1cccc2sc(Nc3nc(-c4ccncc4)cs3)nc12,?,/
Cc1cc(C)c2nc(N3CCCC(C(=O)NC4CCCC4)C3)sc2c1 (stereo not drawn),-4%,-25
Nc1cccc(S(=O)(=O)NC2=NCCC2)c1,2%,0
O=C(OCC(=O)N1CCN(C(=O)c2ccco2)CC1)c1ccc(Cl)cc1,?,/
Cc1ccc(NC(=S)NC(NC(=O)C(C)(C)C)C(Cl)(Cl)Cl)c(C)c1 (stereo not drawn),-13%,8
O=C1c2ccsc2SCCN1Cc1ccccc1,0%,19
COC(=O)c1c(NC(=O)CN2CCC(C)CC2)c2c(C)cccc2n1C,?,/
CCC1CCCCN1C(=O)COC(=O)c1cc(Br)ccc1Cl (stereo not drawn),?,/
CCOc1ccc(NC(=O)c2ccccc2NS(C)(=O)=O)cc1,?,/
CC1=CCC2C(=O)N(C(C)c3ccccc3)C(=O)C2C1 (stereo not drawn),?,/
COC(CN(C)C(=O)c1ccc2c(c1)NC(=O)c1ccccc1S2)OC,i,12
O=C(Cc1cccs1)N/N=C/C=C/c1ccccc1[N+](=O)[O-],0%,2
CN1/C(=C\C(=O)COC(=O)CN2C(=O)C3CC=CCC3C2=O)C(C)(C)c2ccccc21 (stereo not drawn),?,/
Cn1nnnc1SCCNCc1ccccc1OCc1ccccc1,-2%,16
O=C(CCCSc1nc2ccccc2[nH]1)N1CCN(c2ccc([N+](=O)[O-])cc2)CC1,?,/
O=C(NCc1ccc(F)cc1)c1ccc(NC(=O)C2CCCO2)cc1 (stereo not drawn),?,/
COc1ccc(-c2[nH]ncc2CNC(C)c2cn(C)nc2C)c(F)c1 (stereo not drawn),-7%,27

Not all compounds are listed, so the mix of outcomes need not match the whole.
